FAS-TE inh: blocks the thioesterase domain of human fatty acid synthase; recombinant FAS-TE, OMFH fluorogenic substrate, fluorescence endpoint; inhibition, % at 15 µM; 360,000 tested, 0.67% active; AID 602261;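 active = compounds whose normalised, plate-corrected inhibition of enzyme fluorescence in the single-dose primary screen is 50% or more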;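 note: 0% = DMSO with enzyme and 100% = substrate without enzyme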
MsrA inhibitor: bovine MsrA inhibition; 360,000 tested, 0.75% active; purified bovine MsrA, absorbance read-out; inhibition, % at 15.5 µM; in the data active = inhibition above about 4.5%;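 note: 0% = vehicle wells with enzyme and 100% = reference inhibitor wells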
SKN-1 inh: C. elegans SKN-1 inhibition; C. elegans VP596 Pgst-4::GFP/RFP ratio, acrylamide-induced, 24 h; inhibition, % at 21.8 µM; 360,000 tested, 0.49% active; AID 624304;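 active = interference check ratio from 0.5 to 1.5 plus GFP to RFP signal ratio inhibition reaching or exceeding a fixed threshold, cut at about 30% in these data, passing the limit was not always enough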; note: some compounds called inactive have numbers as strong as hits
Tb MetRS inh: blocks T. brucei methionyl-tRNA synthetase activity; purified T. brucei MetRS, ATP depletion, Kinase-Glo luminescence; inhibition, % at 11.9 µM; 360,000 tested, 0.4% active; AID 624268;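 active = inhibition above a per-plate cutoff of the control wells' mean inhibition plus 3 SD, cut at about 5.5% in these data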;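 note: 0% = DMSO wells median and 100% = median of wells with control inhibitor compound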
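assay system = parasite MetRS enzyme | timing = 15 min preincubation, 2 h reaction, all 25 °C | evaluation = percent inhibition relative to median high and low control wells | medium = HEPES buffer containing pyrophosphatase, BSA, spermine, DTT | compound = single dose, 11.9 µM final nominal, 0.9% final DMSO | detection = Kinase-Glo luminescence, ATP depletion format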
CendR NRP1 mod: NRP-1/CendR interaction modulation. 360,000 tested, 0.85% active. AID 602438. O14786. inhibition, % at 25 µM. FAM-RPARPAR peptide binding to NRP-1, fluorescence polarization;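 active = inhibition or corrected inhibition above about 18%, plus a signal ratio from 0.5 to 1.5, limit read from the data, passing the limit was not always enough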; note: strong numbers were not always called active
E coli Lon inh: inhibitors of E. coli Lon protease | P0A9M0 | purified E. coli Lon protease, fluorescence polarization | inhibition, % at 7.94 µM | 360,000 tested, 0.42% active; in the data active = inhibition above about 13%, passing the limit was not always enough;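 note: 0% = enzyme with probe and DMSO and 100% = no enzyme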
MT1-MMP act inh: blocks activation of human MT1-MMP. P50281. HT1080 RFP-PRO-GFP cells, GFP/RFP ratio fluorescence, overnight; percent of plate control window, DMSO zero. AID 651647. 360,000 tested, 0.061% active. GFP/RFP ratio change, % at 20 µM;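 active = GFP/RFP ratio change of at least 30% with cell ATP level not reduced by more than half and red fluorescence within 50% of control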; note: strong numbers were not always called active
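Read-out: GFP/RFP fluorescence ratio; Test system: RFP-PRO-GFP reporter HT1080 cells; Compound dosing: single-point 20 µM compound, 1% DMSO; Times: overnight compound exposure at 37 °C.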
MLLE-PAM2 inh: blocks PAM2 peptide binding to the PABP1 MLLE domain. GST-MLLE / FITC-PAM2 fluorescence polarization. inhibition, % at 20 µM. AID 588489. P11940. 360,000 tested, 0.36% active; in the data active = inhibition above about 35%, passing the limit was not always enough;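 note: plate controls were DMSO wells with GST-MLLE for no effect and wells lacking GST-MLLE protein for full effect; some results filed as inactive read as strong as hits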
MsrA act: activates bovine MsrA enzyme. purified bovine MsrA, absorbance read-out. activation, % at 10.6 µM. 360,000 tested, 0.3% active. AID 602163; in the data active = activation above about 7.5%;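 note: 0% = vehicle and 100% = reference activator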
An asterisk follows results filed as active; x = no result given.

Molecule,FAS-TE inh,MsrA inhibitor,SKN-1 inh,Tb MetRS inh,CendR NRP1 mod,E coli Lon inh,MT1-MMP act inh,MLLE-PAM2 inh,MsrA act
Cc1nc(NCCc2ccc(S(N)(=O)=O)cc2)c2c(C)c(C)sc2n1,-9,-1.2,9,-0.5,-5,-5,-11,13,5
O=C(c1cn(Cc2ccccc2)nc1-c1cccnc1)N1CCN(Cc2ccccc2)CC1,-8,-0.4,-3,0.0,9,3,0,14,-1
Cc1nc(-c2ccccc2)sc1C(=O)/C=C/c1ccc(Cl)cc1,24,0.5,-6,-0.4,11,-8,-4,2,-5
COc1ccc(C(=O)OCC(=O)NCc2ccc3c(c2)OCO3)cc1S(=O)(=O)N1CCOCC1,-1,-0.3,4,0.0,0,-8,1,-16,-3
O=C(OCC(=O)N1CCCC1)c1ccccc1OCc1ccccc1,-2,1.3,23,-0.2,4,5,2,-6,5
COc1cc(OC)c(-n2cc(-c3ccc(OC)c(OC)c3)[nH]c2=S)cc1Cl,4,-0.5,9,-0.6,0,3,-1,5,-2
CC(C)CCn1c(=O)c2ccccc2n2c(CN3CCCC3)nnc12,-3,1.1,-1,-0.8,7,-3,2,3,-1
O=C(CSc1ccccc1F)NC1CCS(=O)(=O)C1 (centres undefined),-6,0.0,7,-0.1,2,-3,2,-16,-1
COc1ccc(CCNC(=O)C23CN(Cc4ccccc4)CC2C(c2cccc([N+](=O)[O-])c2)=NO3)cc1 (centres undefined),38,-0.9,-16,-0.5,11,-1,-2,4,-1
COc1ccc(NCC(=O)N/N=C/C2CCCCC2)cc1,-6,0.3,-12,-0.5,8,3,-2,-2,-10
CCN(CC)c1nc(Oc2ccc(=O)[nH]n2)nc(N2CCOCC2)n1,-18,1.4,8,-0.2,0,-1,4,-1,-3
O=C(Nc1nnc(SCc2ccccc2Cl)s1)c1cccc([N+](=O)[O-])c1,59*,1.3,-10,0.4,-7,4,-2,-9,-2
CCCCCCn1c(=O)n2n(c1=O)[C@@H]1CN(S(=O)(=O)c3ccc(C)cc3)C[C@]1(O)[C@@H](OC(=O)Nc1cccs1)C2,17,-0.8,8,1.7,-10,2,-3,7,-3
CCOc1ccc(N2C(=O)S/C(=C\c3ccc(O)c(OC)c3)C2=O)cc1,-8,-0.2,3,0.1,-17,-70,-4,-30,-6
CC(=O)NC(c1ccccc1)c1c(O)ccc2ccccc12 (centres undefined),-6,-1.2,1,-0.5,-1,8,-4,1,-2
CCOC(=O)CCCSc1nc2sc(C)c(C)c2c(=O)[nH]1,1,-0.8,17,-0.2,1,-6,0,-3,1
CCOc1cc(CNCCc2c[nH]c3ccccc23)cc(Cl)c1OCC(N)=O,-4,0.4,-13,0.0,10,-6,-8,-1,-2
COCCn1c(C2CCCCC2)nc2sc3ccccc3c(=O)c2c1=O,4,2.0,-7,-0.1,-14,-8,-4,8,-1
COc1ccc(C(=O)Nc2ccccc2C(=O)N2CCOCC2)cc1,-9,0.0,4,0.0,12,0,0,6,-3
O=c1[nH]c2ccccc2n2c(-c3ccncc3)nnc12,-4,0.3,-6,0.2,0,-6,5,-7,-7
O=c1c(-c2nc3ccccc3s2)cccn1Cc1ccc(Cl)c(Cl)c1,24,-0.5,-33,-1.1,-6,8,-2,-19,-6
CCCOc1ccc(/C(O)=C2/C(=O)C(=O)N(CCN(C)C)C2c2ccc(O)c(OC)c2)cc1 (centres undefined),-9,x,-13,-1.4,5,4,-1,1,-12
COc1ccc(CN2C(=O)c3ccccc3C2C(=O)NC2CCCC2)c(OC)c1 (centres undefined),-1,-0.9,2,-0.8,-6,-9,3,3,-7
COc1cc(NC2c3ncccc3C(=O)N2Cc2ccco2)cc(OC)c1 (centres undefined),-2,0.8,10,-0.2,-17,3,3,16,-5
N#CCCn1cc(/C=N/NC(N)=S)c(-c2ccccc2)n1,-3,0.3,-3,-0.5,9,-16,2,-8,-3
CCN(CC)c1ccc(/C=N/NC(=O)c2ccco2)cc1,-4,5.2*,2,-0.6,-4,-4,-5,-7,-7
COc1cc2c(cc1NC(=O)/C=C/c1ccccc1)oc1ccccc12,41,1.6,-5,-0.1,-1,-1,-1,11,-3
CN1CCCc2cc3c(C(F)(F)F)cc(=O)oc3nc21,-15,-0.3,-22,-0.9,38*,27*,-14,135,-5
CC(=O)Nc1ccc(Nc2cc(C(C)C)nc3c(-c4ccccc4)c(C)nn23)cc1,37,0.3,0,-1.0,9,2,-5,-7,-6
O=C(CCCn1c(=O)[nH]c2ccsc2c1=O)NC1CCCCC1,-3,-0.6,12,-0.1,0,-1,-3,-10,0

Reformatted with values under each structure: entries from further up
Under each structure: FAS-TE inh	MsrA inhibitor	SKN-1 inh	Tb MetRS inh	CendR NRP1 mod	E coli Lon inh	MT1-MMP act inh	MLLE-PAM2 inh	MsrA act
- O=c1[nH]c2ccccc2n2c(-c3ccncc3)nnc12
→ -4	0.3	-6	0.2	0	-6	5	-7	-7
- O=c1c(-c2nc3ccccc3s2)cccn1Cc1ccc(Cl)c(Cl)c1
→ 24	-0.5	-33	-1.1	-6	8	-2	-19	-6
- CCCOc1ccc(/C(O)=C2/C(=O)C(=O)N(CCN(C)C)C2c2ccc(O)c(OC)c2)cc1 (centres undefined)
→ -9	x	-13	-1.4	5	4	-1	1	-12
- COc1ccc(CN2C(=O)c3ccccc3C2C(=O)NC2CCCC2)c(OC)c1 (centres undefined)
→ -1	-0.9	2	-0.8	-6	-9	3	3	-7
- COc1cc(NC2c3ncccc3C(=O)N2Cc2ccco2)cc(OC)c1 (centres undefined)
→ -2	0.8	10	-0.2	-17	3	3	16	-5
- N#CCCn1cc(/C=N/NC(N)=S)c(-c2ccccc2)n1
→ -3	0.3	-3	-0.5	9	-16	2	-8	-3
- CCN(CC)c1ccc(/C=N/NC(=O)c2ccco2)cc1
→ -4	5.2*	2	-0.6	-4	-4	-5	-7	-7
- COc1cc2c(cc1NC(=O)/C=C/c1ccccc1)oc1ccccc12
→ 41	1.6	-5	-0.1	-1	-1	-1	11	-3
- CN1CCCc2cc3c(C(F)(F)F)cc(=O)oc3nc21
→ -15	-0.3	-22	-0.9	38*	27*	-14	135	-5
- CC(=O)Nc1ccc(Nc2cc(C(C)C)nc3c(-c4ccccc4)c(C)nn23)cc1
→ 37	0.3	0	-1.0	9	2	-5	-7	-6
- O=C(CCCn1c(=O)[nH]c2ccsc2c1=O)NC1CCCCC1
→ -3	-0.6	12	-0.1	0	-1	-3	-10	0

More results.
Molecule,FAS-TE inh,MsrA inhibitor,SKN-1 inh,Tb MetRS inh,CendR NRP1 mod,E coli Lon inh,MT1-MMP act inh,MLLE-PAM2 inh,MsrA act
O=C(C(c1ccccc1)c1ccccc1)N1CCOCC1,-9,1.3,19,0.2,-4,0,4,-9,-2
CCn1c(/C=C2/C(=O)N(C)c3ccccc32)nc2ccccc2c1=O,-3,0.7,-1,-0.1,-1,7,-6,5,-4
O=C1CCCC2=C1C(c1ccccc1O)C1=C(CCCC1=O)O2,-8,-0.7,1,-0.1,4,-2,-2,14,-4
Cc1ccc(NC(=O)Nc2cccnc2)cc1,-2,0.8,-4,-0.5,-1,-1,0,-16,1
CN1CCCN(c2ncnc3scc(-c4ccc(F)cc4)c23)CC1,8,-0.4,13,-0.4,-2,4,-14,1,-2
COc1cc(-n2c(N)c(C(=O)NCc3ccco3)c3nc4ccccc4nc32)cc(OC)c1OC,4,0.6,0,-1.1,10,-3,-6,-6,-1
Oc1c(/C=C/C=C/C=Nc2ccccc2)sc(=S)n1Cc1ccccc1,21,-0.2,14,0.0,-145,-65,15,-97,-5
Cc1ccc(C)c(N(CC(=O)NCc2ccccc2)C(=O)c2csnn2)c1,-1,0.2,-9,0.1,-2,-12,0,19,-3
Cc1ccc(-n2nc3c(c2NC(=O)c2ccc4c(c2)OCO4)CS(=O)(=O)C3)cc1,-1,-0.8,-4,-0.4,-10,0,-4,-5,-3
CCCOc1ccc(OCCN2CCCC(C)C2)cc1 (centres undefined),-9,-1.0,10,-0.6,-8,-8,2,-11,-4
Cc1ccc(-n2nnnc2SC(C)C(N)=O)c(C)c1 (centres undefined),-7,0.9,9,-0.4,6,6,0,1,0
O=C(COc1ccc(/C=N/NS(=O)(=O)c2ccccc2)cc1)NCCc1ccccc1,2,0.6,19,-0.1,32*,-6,-6,-38,0
COc1cc(N)c2ncccc2c1OC,-5,1.3,4,-0.2,0,8,8,-8,-1
CC(Nc1nc(N2CCN(CCO)CC2)nc2ccccc12)c1ccccc1 (centres undefined),-11,-1.0,-16,-1.4,-7,2,x,-13,-14
CC(=O)Nc1ccc(N/C(C)=C/C(=O)c2cccnc2)cc1,-10,0.8,-5,0.2,5,4,4,-1,-3
O=C(CNC(=O)c1cccs1)NCC(=O)OCc1ccc(Cl)cc1Cl,-4,-1.1,-1,5.1,-1,0,0,0,-9
C=Cn1cc[n+](CC(=O)c2ccc(Br)s2)c1,-7,-0.8,-4,-0.3,-8,7,-2,-22,0
Cc1ccc(C(=O)NCCN2CCNC2=O)cc1,-4,-0.4,-8,-0.4,-14,4,-3,-13,-3
CC(OC(=O)Cn1cnc2c1c(=O)n(C)c(=O)n2C)C(=O)NC1(C#N)CCCCC1 (centres undefined),-7,0.9,-10,0.0,1,-8,3,3,-4
O=C(Oc1c(CN2CCOCC2)cc(Cl)c2cccnc12)c1ccccc1F,3,3.2,10,-1.1,-11,-4,5,15,-1
CCOc1cccc2sc(=NC(=O)CCS(=O)(=O)c3ccccc3)n(CC)c12,29,0.4,11,0.2,2,-1,-5,10,-3
COCc1cc(C)nc2sc(C(=O)N3CCN(c4ccccc4)CC3)c(N)c12,0,0.4,-18,-0.5,2,-14,2,5,-13
Cc1ccc(S(=O)(=O)N2CCCN(C(=O)c3ccc(-n4cccn4)cc3)CC2)cc1,-1,0.0,13,0.0,-6,-2,-4,8,-3
CCOC(=O)Nc1ccc2c(COC(=O)CN(C)S(=O)(=O)c3ccc(C)cc3)cc(=O)oc2c1,-9,-0.7,7,0.0,-10,-2,0,-2,-7
CN(CC(=O)Nc1ccc(Cl)cc1)C(=O)CCc1nc2sc3c(c2c(=O)[nH]1)CCCC3,-2,0.8,5,-0.1,-61,-39,-7,-43,-6
CC1CCC(NC(=O)C(NC(=O)c2ccccc2)C(C)C)CC1 (centres undefined),-3,-0.3,-2,-1.2,1,3,0,9,-12
CCOc1ccc(NC(=O)NNC(=O)COc2ccc3ccccc3c2)cc1,-7,0.6,9,-0.2,13,-8,1,5,-3
COC(=O)[C@]1(Cc2ccccc2)N[C@H](CN(C)S(=O)(=O)c2ccc(C(C)(C)C)cc2)[C@@H]2C(=O)N(C)C(=O)[C@@H]21,18,1.9,4,-0.6,-1,3,1,6,1
O=C1CC(N2CCSCC2)C(=O)N1c1ccc(F)cc1 (centres undefined),-4,0.3,1,-0.1,14,-5,0,-7,-1
